Screening results as filed in PubChem.
hIAP activ – human IAP activation; purified human IAP, CDP-Star luminescence, 30 min; active compounds read high; 1 = vehicle-only enzyme, 0 = enzyme-free background; activation factor at 10 µM; actives 0.16% (n = 330,000); AID 2524;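 active means activation factor of the enzyme at least 2-fold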; further: the source names both 10 and 20 µM as test concentration; values of inactives mirror those of a sister screen read the other way
A3A deaminase – inhibitors of human APOBEC3A DNA deaminase | P31941 | recombinant A3A, FAM/TAMRA ssDNA deamination fluorescence | inhibition, % at 20 µM | actives 0.41% (n = 330,000) | AID 493011;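 active means at least 40% inhibition at 20 µM here, with at most 30% in a related deaminase screen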;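 further: plate controls were A3A with DMSO for no effect and wells lacking A3A enzyme for full effect; some results filed as inactive read as strong as hits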
Target sequence (P31941 whole entry, looked up): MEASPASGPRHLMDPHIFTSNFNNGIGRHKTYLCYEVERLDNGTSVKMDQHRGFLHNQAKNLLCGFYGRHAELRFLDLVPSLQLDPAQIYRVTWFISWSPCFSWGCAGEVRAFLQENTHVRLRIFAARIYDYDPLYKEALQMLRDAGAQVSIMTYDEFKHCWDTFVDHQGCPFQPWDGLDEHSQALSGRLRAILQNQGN
MPTP inh – blocks calcium-induced mitochondrial swelling | isolated mouse mitochondria, Ca2+ swelling absorbance, 30 min | inhibition, % at 10 µM | actives 1.4% (n = 360,000);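 active means inhibition of 50% or more, scaled per plate between neutral and stimulator controls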;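 further: 0% = DMSO wells given calcium and 100% = 1 mM EGTA wells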
hIAP inh – blocks human intestinal alkaline phosphatase. P09923. purified IAP, CDP-Star luminescence, 30 min. inhibition, % at 10 µM. actives 0.12% (n = 330,000). AID 2544;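 active means inhibition reaching a set limit with compound at 10 µM in the primary screen, cut at about 35% in these data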;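 further: plate controls were DMSO wells with enzyme for no effect and no-enzyme buffer wells for full effect; values of inactives mirror those of a sister screen read the other way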
mIAP activ – mouse IAP activation; actives 0.24% (n = 330,000); muIAP, CDP-Star luminescence, 30 min; active compounds read high; 1 = vehicle-only enzyme signal, 0 = enzyme-free wells; activation factor at 10 µM; AID 2805;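 active means activation factor of at least 2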; further: the source names both 10 and 20 µM as test concentration; values of inactives mirror those of a sister screen read the other way
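Assay system: mouse IAP enzyme / Compound: DMSO-dissolved test compounds / Timing: 30 min, room temperature / Measured by: luminescence from enzymatic CDP-Star hydrolysis / Control set: DMSO-only wells, enzyme-free buffer wells as negative control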
APOBEC3G inh – blocks human APOBEC3G single-stranded DNA deamination; inhibition, % at 20 µM; AID 493012; recombinant A3G, ssDNA deamination FAM/TAMRA fluorescence; actives 0.28% (n = 330,000);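 active means inhibition of at least 40% at 20 µM, with no more than 30% in the related APOBEC3A deaminase screen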;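 further: plate controls were DMSO wells with A3G for no effect and wells lacking A3G enzyme for full effect; some compounds called inactive have numbers as strong as hits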
Target sequence (Q9HC16 whole entry, looked up): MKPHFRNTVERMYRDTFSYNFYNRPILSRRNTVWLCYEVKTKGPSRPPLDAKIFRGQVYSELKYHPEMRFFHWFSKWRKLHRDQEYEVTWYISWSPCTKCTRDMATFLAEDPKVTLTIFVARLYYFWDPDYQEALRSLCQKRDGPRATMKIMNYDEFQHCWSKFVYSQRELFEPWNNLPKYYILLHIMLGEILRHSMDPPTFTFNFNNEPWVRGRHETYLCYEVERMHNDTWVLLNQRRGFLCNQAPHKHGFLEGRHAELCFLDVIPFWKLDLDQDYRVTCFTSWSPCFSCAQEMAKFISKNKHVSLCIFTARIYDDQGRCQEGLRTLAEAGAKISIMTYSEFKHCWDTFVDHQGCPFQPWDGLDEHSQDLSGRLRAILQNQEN
MIN6 prolif – MIN6 beta-cell proliferation induction | actives 0.29% (n = 330,000) | proliferation, % at 10 µM | MIN6 cells proliferation, ATPlite luminescence, 48 h; cells starved in 0.2% serum; 100% = growth in 10% serum;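 active means compounds whose signal lies at least 3.5 SD above the mean of all wells on their plate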;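 further: 0% = DMSO-treated cells in low-serum medium and 100% = 10% serum control; some compounds called inactive have numbers as strong as hits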
mIAP inh – blocks mouse intestinal alkaline phosphatase; purified mouse IAP, CDP-Star luminescence, 30 min; actives 0.2% (n = 330,000); AID 2806; inhibition, % at 10 µM;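 active means inhibition of at least 40% at 10 µM in the primary screen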;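 further: plate controls were DMSO with enzyme for no effect and no enzyme wells for full effect; values of inactives mirror those of a sister screen read the other way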
ATG4B inh – ATG4B (human) cysteine protease inhibition | Q9Y4P1 | ATG4B cleavage of LC3-PLA2, NBD-HPC fluorescence, 1 h | inhibition, % at 8.33 µM | actives 0.51% (n = 340,000); in the data active means inhibition above about 40%
Target sequence (Q9Y4P1 whole entry, looked up): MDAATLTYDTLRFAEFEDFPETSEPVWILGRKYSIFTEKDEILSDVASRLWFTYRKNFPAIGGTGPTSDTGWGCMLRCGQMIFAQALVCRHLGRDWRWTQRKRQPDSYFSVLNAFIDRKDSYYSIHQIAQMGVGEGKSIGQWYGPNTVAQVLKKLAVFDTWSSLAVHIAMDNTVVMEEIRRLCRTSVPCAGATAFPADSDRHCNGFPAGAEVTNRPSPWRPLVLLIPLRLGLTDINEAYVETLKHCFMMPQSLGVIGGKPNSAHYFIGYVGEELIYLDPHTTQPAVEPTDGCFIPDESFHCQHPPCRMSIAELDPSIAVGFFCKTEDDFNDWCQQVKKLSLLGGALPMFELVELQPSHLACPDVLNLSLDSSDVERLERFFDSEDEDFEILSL
* hit, by the source's call; · = not tested or not shown.

Molecule	hIAP activ	A3A deaminase	MPTP inh	hIAP inh	mIAP activ	APOBEC3G inh	MIN6 prolif	mIAP inh	ATG4B inh
c1ccc(N2CCN(c3ncnc4c3oc3ccccc34)CC2)cc1	1	-2	-0.2	-4	0.91	-5	-4	9	-1
O=C(c1ccco1)n1nc(-c2ccccc2)nc1SCc1ccccc1	1.1	1	-0.2	-9	0.99	-1	-5	1	-6
Cn1c(=O)oc2cc(S(=O)(=O)N3CCC(C(=O)NCc4cccs4)CC3)ccc21	1	-4	-0.6	0	1.1	-6	-3	-6	-1
CCCCn1c(N)c(N(CC(C)C)C(=O)CN2C(=O)C3CCCCC3C2=O)c(=O)[nH]c1=O (centres undefined)	1.1	12	-0.5	-8	1	-5	0	-3	-2
O=C(Nc1cccc(OC(F)(F)F)c1)c1ccc(Br)o1	1.1	3	50	-15	1	1	-3	-3	22
O=C1NC(=Nc2ccccc2)CS1	0.99	0	1.8	1	0.96	-5	-4	4	-1
CCCCCC(=O)NNC(=O)Cc1ccc([N+](=O)[O-])cc1	1.4	0	2.8	-36	0.94	-2	-1	6	-6
Cc1cc2nc(N3CCN(C(=O)c4cccs4)CC3)sc2cc1C	1	-4	-1.6	-5	1	-14	-1	0	-1
CCCCCC1CC(/C(C)=N/NC(N)=O)OC1=O (centres undefined)	0.95	-1	17	5	0.99	-3	-4	1	-7
Cc1ccc2c(c1)cc(CN(Cc1ccco1)C(=O)COc1ccccc1)c1nnnn12	0.97	-2	6.0	3	0.9	-4	-4	10	-16
CCC(C)Nc1nc(OCC(F)(F)F)nc(OCC(F)(F)F)n1 (centres undefined)	0.97	-3	-1.1	3	1	-6	0	-2	-1
COc1cc(Cl)ccc1OCc1cc(C(=O)N2CCCC(OC)C2)no1 (centres undefined)	1.1	0	-0.1	-9	0.98	8	-2	2	1

Given field by field: entries from further up
CCCCCC1CC(/C(C)=N/NC(N)=O)OC1=O (centres undefined)
  hIAP activ = 0.95
  A3A deaminase = -1
  MPTP inh = 17
  hIAP inh = 5
  mIAP activ = 0.99
  APOBEC3G inh = -3
  MIN6 prolif = -4
  mIAP inh = 1
  ATG4B inh = -7
O=C(Nc1cccc(OC(F)(F)F)c1)c1ccc(Br)o1
  hIAP activ = 1.1
  A3A deaminase = 3
  MPTP inh = 50
  hIAP inh = -15
  mIAP activ = 1
  APOBEC3G inh = 1
  MIN6 prolif = -3
  mIAP inh = -3
  ATG4B inh = 22

One compound at a time, from the list above. Order of values: hIAP activ	A3A deaminase	MPTP inh	hIAP inh	mIAP activ	APOBEC3G inh	MIN6 prolif	mIAP inh	ATG4B inh
`O=C1NC(=Nc2ccccc2)CS1` is entered as 0.99	0	1.8	1	0.96	-5	-4	4	-1
`COc1cc(Cl)ccc1OCc1cc(C(=O)N2CCCC(OC)C2)no1` (centres undefined) is entered as 1.1	0	-0.1	-9	0.98	8	-2	2	1
`O=C(c1ccco1)n1nc(-c2ccccc2)nc1SCc1ccccc1` is entered as 1.1	1	-0.2	-9	0.99	-1	-5	1	-6

New compounds follow
Molecule	hIAP activ	A3A deaminase	MPTP inh	hIAP inh	mIAP activ	APOBEC3G inh	MIN6 prolif	mIAP inh	ATG4B inh
Brc1ccc(-c2cnc(-c3cccs3)o2)cc1	0.81	-5	0.6	20	0.87	-7	4	13	-2
COc1ccc(-c2onc(C)c2C)cc1S(=O)(=O)NCCc1ccco1	1.1	-2	0.7	-13	0.95	-4	-3	5	-2
CCc1ccc(NC2=NCC(c3ccccc3)S2)cc1 (centres undefined)	1.1	2	16	-6	0.96	-8	-4	4	13
COc1ccc(NS(=O)(=O)c2cccc(C(=O)NCCCn3ccnc3)c2)cc1	1	-1	-0.8	-5	1	-4	1	-4	-1
CCc1cc(-c2nnc(SCC(=O)NC3CC3)n2C)cs1	0.97	0	-1.5	2	0.98	10	0	2	-1
CCCOc1ccc(/C=N\NC(=O)CCc2n[nH]c(=O)[nH]c2=O)cc1OC	0.99	-3	-0.3	1	1	-4	-2	-3	1
COc1cc(OC)c2ccc(=O)oc2c1C(CCN1CCCCC1)c1ccc(N(C)C)cc1 (centres undefined)	1.2	-8	-0.9	-18	1.1	-10	-4	-9	3
COc1ccc(C(C(=O)NC2CCCCC2)N(C(=O)c2snc(C(N)=O)c2N)c2ccc(OC)cc2OC)cc1 (centres undefined)	1.1	0	-0.9	-9	0.97	-4	-1	3	14
O=C(NCc1ccncc1)C(=O)NCC(c1ccccc1)c1ccccc1	0.95	0	·	5	0.86	-2	-2	14	·
COc1ccc(S(=O)(=O)N2CCCC2)c2ccccc12	1.1	-6	0.0	-12	1.1	1	0	-6	-1
COc1ccc(-c2cc(C(=O)Nc3ccc(C)cc3)no2)cc1	0.86	2	-1.6	14	0.99	-3	-4	0	-6
O=C(CN1C(=O)c2cccnc2Oc2ccc(Cl)cc21)NC1CCCCCC1	1.3	-3	0.4	-31	0.99	-4	-3	1	2
N#CC1=C(S)N(c2ccccc2)C(c2ccco2)NC1=O (centres undefined)	1.1	-1	0.5	-7	0.96	-6	-3	4	-1
S=c1[nH]nc(Nc2cccc(Cl)c2)s1	1.1	-1	-3.1	-15	1.1	23	2	-13	0
Cc1cccc2[nH]c3c(N4CCC5(CC4)OCCO5)ncnc3c12	1	-2	7.4	-3	1	-3	-1	-3	-8
CC(C)(C)c1ccc(-c2nc(N)nc(N)n2)cc1	1.1	-1	0.7	-8	1	-4	-2	0	-5
CN(C)NC(=O)c1ccsc1NC(=O)c1ccc(S(=O)(=O)N2CCCC2)cc1	0.87	-1	0.4	13	0.97	0	-3	3	1
O=S(=O)(NCc1ccccc1)c1ccc(Br)s1	1.2	2	1.0	-22	0.96	-1	-3	4	1
CN(CC(=O)O)S(=O)(=O)/C=C/c1ccccc1	0.93	2	-1.0	7	0.9	-3	-3	10	-10
O=C(Cn1c(=O)oc2ccccc21)c1ccccc1	1.1	-4	-0.7	-10	0.97	-4	-2	3	-3
CCOc1cc(/C=C2\C(=N)N3N=C(CC)SC3=NC2=O)ccc1OCCOc1ccc(NC(C)=O)cc1	0.91	-1	4.5	9	1	-9	-3	0	-2
CCCn1c(N)c(C(=O)CSc2nnc(C3CC3)n2C2CC2)c(=O)[nH]c1=O	1.1	4	0.1	-7	0.97	4	0	3	12
Cc1ccc(SCC(=O)OCC(=O)N(C)CC(=O)Nc2ccc(F)cc2)cc1	1.1	8	-0.8	-8	1.1	-13	0	-10	2
O=C(NCC(O)c1ccc([N+](=O)[O-])cc1)c1cccc(S(=O)(=O)N2CCCC2)c1 (centres undefined)	1.1	4	-0.8	-13	1	4	-1	-5	-9

Going on with the list.
Each structure is followed by: hIAP activ | A3A deaminase | MPTP inh | hIAP inh | mIAP activ | APOBEC3G inh | MIN6 prolif | mIAP inh | ATG4B inh
COc1cccc(NC(=O)CSc2ncc(S(=O)(=O)c3ccccc3)c(=O)[nH]2)c1
    1.2 | -7 | -1.0 | -20 | 0.98 | -7 | -4 | 2 | 1
CN(C)/C=C1/C(=O)Nc2ccccc21
    1.1 | 1 | 0.1 | -6 | 0.96 | -2 | 0 | 4 | 1
CC(C)(C)OC(=O)N[C@H](Cc1ccccc1)C(=O)N1CCC(C(=O)O)CC1
    1 | -3 | -3.2 | -3 | 0.86 | -5 | 1 | 14 | -2
CCN(C(=O)CSc1ccc2c(c1)OCCO2)C1CCS(=O)(=O)C1 (centres undefined)
    0.94 | 1 | 0.1 | 6 | 0.98 | -1 | 0 | 2 | -11
Cc1ccc(OCCOc2ccc(Br)cc2/C=N\NC(N)=O)cc1
    0.95 | -4 | 2.9 | 4 | 0.95 | -6 | 2 | 5 | -16
O=C(CSc1nnc(Cn2cnc3ccccc32)o1)Nc1cccc2ccccc12
    1.1 | -3 | -2.2 | -12 | 0.94 | -5 | -3 | 6 | -4
O=C(CCN1CCOCC1)NNC(=O)c1ccc([N+](=O)[O-])cc1[N+](=O)[O-]
    1 | -5 | -0.7 | -2 | 0.99 | -8 | 1 | 1 | -12
CCCn1cc(SCC(=O)NCc2ccco2)c2ccccc21
    0.94 | 5 | -2.8 | 6 | 1 | 2 | -1 | -2 | -2
COc1ccccc1N(C)S(=O)(=O)c1ccc(C(=O)OCC(=O)NCc2cccs2)cc1
    1.1 | 3 | 3.3 | -7 | 0.88 | -1 | -2 | 12 | 0
Cc1cccc(CNc2ccc(C(CC(N)=O)NC(=O)c3ccccc3)cc2[N+](=O)[O-])c1 (centres undefined)
    0.74 | -4 | -1.5 | 26 | 0.85 | -5 | -2 | 15 | -11
C/C(=N/NS(=O)(=O)c1ccc(Br)cc1)c1c[nH]c2ccccc12
    0.98 | -4 | 1.5 | 2 | 0.95 | -5 | -4 | 5 | -1
COc1ccc(Oc2cccc(Cl)c2CNC(=O)CCCC(=O)O)cc1
    1.1 | -6 | 2.0 | -7 | 0.97 | -11 | -2 | 3 | 7
Cc1cccc(C2=NN(c3ccccc3)[C@@H](C(=O)N3CCOC3=O)[C@@H]2c2ccc(F)cc2)c1
    · | 5 | -1.3 | · | 0.94 | 6 | · | 6 | 1
CN(C)CCNC(=O)c1coc(=O)c(Br)c1
    1 | 1 | -0.6 | -2 | 1 | 27 | -6 | -1 | -2
C=C1SC(=Nc2c(C)cc(C)cc2C)N(C(=O)c2sc3ccccc3c2Cl)C12CCCCC2
    1.1 | -4 | -1.3 | -13 | 1 | -5 | -6 | 0 | -1
CCC(=O)Nc1nonc1-c1nc2ccccc2n1CC(C)C
    0.89 | 2 | -0.3 | 11 | 0.93 | 2 | 3 | 7 | -1
Cc1ccc(CN2C(=O)CSC(C)C2=O)cc1 (centres undefined)
    1.1 | 0 | -0.8 | -13 | 0.96 | -8 | -4 | 4 | 0
Cc1ccc(Cl)cc1N1CCN(C(=O)CSc2nnc3n2C(C)(C)Cc2ccccc2-3)CC1
    1.1 | -5 | 94* | -8 | 1 | -7 | -6 | 0 | 44*
N#Cc1c(C(F)(F)F)cc(-c2ccccc2Cl)[nH]c1=O
    1 | 9 | 27 | -5 | 1 | 1 | -3 | -1 | 17
COc1ccc(CNC(=O)C23CC4CC(CC(Br)(C4)C2)C3)cc1
    1.1 | -1 | 0.9 | -6 | 0.94 | -4 | 0 | 6 | 5
Cc1cc(NS(=O)(=O)c2ccc(NC(=O)CCSc3ccc(F)cc3)cc2)nc(C)n1
    0.89 | 0 | -0.3 | 12 | 1 | -5 | -1 | -1 | 4
O=C1CC(c2ccccc2Cl)=NN(c2ncnc3ccccc23)C1=O
    1.1 | -5 | 1.1 | -7 | 1 | -14 | 1 | 0 | -1
Cn1nnnc1SCC(=O)Nc1cccc(S(=O)(=O)N2CCCCC2)c1
    1 | -1 | -0.1 | -3 | 1 | -8 | 4 | -3 | -12
COc1cc(OC)cc(C(=O)N[C@H](C(=O)OCC(=O)Nc2cccnc2Cl)C(C)C)c1
    1 | -6 | 0.2 | -4 | 1.1 | -9 | -3 | -5 | 3
Cc1ccc(NC(=O)c2ccn(C(=O)Nc3ccccc3)n2)c(C)c1
    1.1 | 0 | -2.6 | -13 | 1 | -2 | -3 | -4 | 0
Cc1ccc(CS(=O)Cc2ccc(C(=O)NC3CCC(C)CC3)o2)cc1 (centres undefined)
    1.1 | 5 | 0.3 | -7 | 0.92 | 7 | 1 | 8 | -1
O=c1[nH]c(-c2ccccc2)c(-c2ccccc2)o1
    0.91 | -5 | 0.3 | 9 | 1 | -8 | -2 | -3 | 5
